Compound activity: PubChem, National Center for Advancing Translational Sciences (NCATS)
Tb PFK block: inhibitors of T. brucei phosphofructokinase; Potency, µM (top dose mostly 57.5 µM), for inactives: top-dose activity, negative = inhibition, most hits filed as inhibitors; actives 0.17% (n = 330,000); O15648; T. brucei PFK, ADP-Glo luminescence;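 further: potency means the concentration at half of the fitted maximal effect; 0% = uninhibited 1x PFK enzyme wells and -100% = no-enzyme wells; nearly all actives have a fitted effect of over 60% in size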
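Activity is normalized to no-enzyme wells (full inhibition) and 1.25 nM enzyme wells (no inhibition). Reaction: 0.5 mM F6P, 0.1 mM ATP, 45 min RT, ADP-Glo luminescence; concentration-response curves fitted and classed by quality.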
FBPA coupling cs: coupling enzyme interference in Giardia aldolase counter-screen. activity change, negative = inhibition, % at 58.2 µM, hits read low. actives 0.67% (n = 290,000). coupling enzyme system counterscreen, AmpLite Red fluorescence; in the data active means activity change below about -30%; further: on the % scale 0 is the no-effect control and ±100 the full control effect
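Activity here indicates interference with the coupling reaction, not aldolase inhibition. Compounds at 57.5 uM final met coupling enzymes for 10 min at RT; substrate and AmpLite Red detection followed, with a 525/598 nm fluorescence read after 20 min.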
Chronic BCR inh: blocks chronic active B-cell receptor signaling; ABC-DLBCL IkBa-CBG/CBR reporter, luminescence ratio, 4 h; actives 0.05% (n = 340,000); Potency, µM (series often up to 46.1 µM), without a hit: at the highest dose ratio change, negative = lower green/red ratio, most hits filed as inhibitors; AID 493014; active means well fitted inhibition curve with a large enough effect in the signal ratio, with a control signal flat, not every such curve was filed as active; inconclusive means small, poorly fitted or top-dose-only effect, or effect the other way, or a change in a side signal; the % refers to the signal ratio;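 further: potency means the concentration at half of the fitted maximal effect; plate controls were basal doxycycline-induced cells for no effect and cells given 10 µM MG132 for full effect; MG132 reads +100%, hits lower the ratio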
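Concentration-response series (up to 46 uM) were applied to TMD8 dual-reporter cells for 4 h at 37C with doxycycline. Green/red ratio, after filter-overlap correction, defined %Activity; red signal alone was normalised to basal cells and zero luminescence.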
PTAP TSG101 blk: blocks PTAP/TSG101 interaction to inhibit HIV-1 budding; AID 493005; Potency, µM (series often up to 115 µM), for inactives: at the top dose activity change, negative = inhibition, most hits filed as inhibitors; 340,000 tested, under 10 active; Fluorescence polarization, FITC-PTAP peptide / Tsg101 binding; active means well fitted inhibition curve with a large enough effect in the main read-out, with a control signal flat, not every such curve was filed as active; inconclusive means small, poorly fitted or top-dose-only effect, or effect the other way, or a change in a side signal; inactive means no such curve, though single readings can be large or run the other way; further: potency means the concentration at half of the fitted maximal effect; % of control where 0% means no effect
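Compounds were pin-transferred onto Tsg101 binding domain (10 uM final) in HEPES pH 7.5 buffer, then FITC-PTAP peptide was added at 50 nM final. After 20 min at RT, polarization reported peptide displacement across a qHTS concentration series.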
PKM2 act: increases activity of human pyruvate kinase M2; actives 0.34% (n = 260,000); purified PKM2, Kinase-Glo ATP luminescence, activation; response scale: 0% is enzyme alone, no compound; Potency, µM (doses to about 57.5 µM), without a hit: top-dose activation, actives largely listed as activators; P14618; further: potency means the concentration at half of the fitted maximal effect; on the % scale 0 is the no-effect control and ±100 the full control effect; nearly all actives have a fitted effect of over 55% in size
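Kinase-Glo luminescence reports ATP generated from ADP (0.1 mM) and PEP (0.5 mM) by purified hPK-M2 after 1 h at room temperature, pH 7.2 imidazole buffer; intermediate enzyme activity allows detecting inhibitors and activators.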
GALK inhibitor: galactokinase (human) inhibition; AID 1868; Purified GALK, Kinase-Glo residual ATP luminescence; actives 0.007% (n = 270,000); Potency, µM (top dose mostly 57.5 µM), for the others: at the top dose activity change, negative = inhibition, most hits filed as inhibitors; further: potency means the concentration at half of the fitted maximal effect; on the % scale 0 is the no-effect control and ±100 the full control effect
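The enzyme phosphorylates galactose (100 uM) using ATP (35 uM); inhibition is detected as higher residual ATP, quantified by bioluminescence after 1 h reaction at room temperature, pH 8.0.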
Giardia kill: kills Giardia lamblia. Giardia lamblia trophozoite viability. activity change, % at 7.66 µM, hits read low. actives 0.15% (n = 340,000). AID 540267; in the data active means activity change below about -80%; inconclusive means between about -30% and that limit;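 further: parasites exposed to compound for two days anaerobically before the ATP read; on the % scale 0 is the no-effect control and ±100 the full control effect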
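Viability, read as ATP luminescence: trophozoites at 100 cells/well, compound added, 48 hrs anaerobic at 37 deg C, then 15-30 min room-temperature development before reading.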
ASM inhibitor: inhibitors of human secretory acid sphingomyelinase | P17405 | placental ASM, HMU-PC fluorogenic substrate, 60 min | Potency, µM (highest dose often 57.5 µM), for the others: top-dose activity change, negative = inhibition, actives largely listed as inhibitors | actives 0.006% (n = 340,000) | AID 504937; further: potency means the concentration at half of the fitted maximal effect
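Fluorogenic HMU-PC substrate (9 uM final) is turned over by placental ASM in 60 min at 37 C after a 10 min compound preincubation. Reaction ended by alkaline stop (pH 10), with fluorescence read at 386/447 nm.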
B2AR arrestin: agonists driving beta-arrestin recruitment to human beta2-adrenergic receptor. actives 0.02% (n = 330,000). Potency, µM (doses to about 46.1 µM), for inactives: top-dose activation, most hits filed as activators. P07550. beta-arrestin recruitment to beta2AR, cell-based reporter;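 further: potency means the concentration at half of the fitted maximal effect; 0% = DMSO controls and full agonism = EC100 isoproterenol or metaproterenol; nearly all actives have a fitted effect of over 65% in size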
Target sequence (P07550 whole entry, looked up): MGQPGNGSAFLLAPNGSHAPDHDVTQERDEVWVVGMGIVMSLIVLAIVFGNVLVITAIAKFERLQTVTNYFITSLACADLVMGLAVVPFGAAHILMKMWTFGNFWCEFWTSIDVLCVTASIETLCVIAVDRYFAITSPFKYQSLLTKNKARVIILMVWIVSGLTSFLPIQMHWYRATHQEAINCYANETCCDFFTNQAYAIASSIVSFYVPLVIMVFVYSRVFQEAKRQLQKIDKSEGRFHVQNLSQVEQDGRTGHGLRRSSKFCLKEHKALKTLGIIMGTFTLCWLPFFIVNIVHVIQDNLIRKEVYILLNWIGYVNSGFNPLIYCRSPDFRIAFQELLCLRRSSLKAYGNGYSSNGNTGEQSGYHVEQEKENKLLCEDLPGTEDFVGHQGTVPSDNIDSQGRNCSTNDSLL
Integrin act MD: activators of alpha7 integrin expression for muscular dystrophy | alpha7betagal myoblasts, beta-gal FDG fluorescence, 48 h | actives 0.064% (n = 350,000) | Potency, µM (highest dose often 38.3 µM), inactives show at the top dose activation, usual class: activators | AID 624291;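 further: potency means the concentration at half of the fitted maximal effect; 100% = response of the positive control SU9516; nearly all actives have a fitted effect of over 60% in size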
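alpha7betagal+/- myoblasts (passage 13, 250/well) treated 48 h at 37C with compounds at 1:260 dilution of DMSO stock. Lysed, then beta-galactosidase activity read as FDG fluorescence (ex 480/em 540) after 30 min, with pre-read for autofluorescence.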
Menin-MLL TR inh: menin-MLL binding inhibition, Texas Red mutant peptide | actives 0.23% (n = 270,000) | Potency, µM (top dose mostly 61.6 µM), without a hit: top-dose FP activity change, negative = inhibition, usual class: inhibitors | AID 1768 | O00255 | Menin + Texas Red MLL mutant peptide, fluorescence polarization; active means well fitted inhibition curve with a large enough effect in the polarisation, with a control signal flat, not every such curve was filed as active; inconclusive means small, poorly fitted or top-dose-only effect, or effect the other way, or a change in a side signal; inactive means no such curve, though single readings can be large or run the other way; the % refers to the polarisation; further: potency means the concentration at half of the fitted maximal effect; % of control where 0% means no effect; many of its hits are not listed in these tables
Target sequence (O00255 whole entry, looked up): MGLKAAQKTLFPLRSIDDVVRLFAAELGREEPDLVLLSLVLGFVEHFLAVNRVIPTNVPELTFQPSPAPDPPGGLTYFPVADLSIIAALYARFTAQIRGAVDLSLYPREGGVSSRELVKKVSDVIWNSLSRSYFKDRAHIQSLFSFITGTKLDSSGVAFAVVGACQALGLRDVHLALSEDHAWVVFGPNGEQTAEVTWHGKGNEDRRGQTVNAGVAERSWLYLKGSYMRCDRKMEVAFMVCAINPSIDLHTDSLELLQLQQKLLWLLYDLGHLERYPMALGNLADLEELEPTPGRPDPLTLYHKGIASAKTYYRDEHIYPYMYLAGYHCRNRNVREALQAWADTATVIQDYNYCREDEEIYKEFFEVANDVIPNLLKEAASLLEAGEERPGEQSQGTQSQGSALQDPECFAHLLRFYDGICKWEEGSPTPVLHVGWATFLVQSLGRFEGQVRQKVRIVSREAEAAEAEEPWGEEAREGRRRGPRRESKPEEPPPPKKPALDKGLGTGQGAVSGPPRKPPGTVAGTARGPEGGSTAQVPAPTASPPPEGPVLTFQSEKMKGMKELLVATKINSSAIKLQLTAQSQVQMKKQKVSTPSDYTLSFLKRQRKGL
Starred values were filed as active, the others as inactive; i = inactive; ? = inconclusive; / = not tested or not shown; [ ] = remark or other dose. Unless noted, the call rests on the fitted dose curve; in most records, active means well fitted curve in the direction sought with a large enough effect; inconclusive means small, poorly fitted or top-dose-only effect, or another doubt; inactive means no such curve, though single readings can be large; an effect the other way counts as inactive or inconclusive. Some of the compounds tested (hit frequency here may not be typical).

SMILES	Tb PFK block	FBPA coupling cs	Chronic BCR inh	PTAP TSG101 blk	PKM2 act	GALK inhibitor	Giardia kill	ASM inhibitor	B2AR arrestin	Integrin act MD	Menin-MLL TR inh
C/[N+]([O-])=C\c1cccc(OCCN2CCN(c3ncc(C(F)(F)F)cc3Cl)CC2)c1	1%	-2	-4%	-3%	/	-5%	-2	-2%	-1.0%	20%	?
CCOc1ccc(NC(=O)NC2CCCCCCC2)cc1	1%	/	3%	5%	-7%	4%	-9	3%	-0.6%	22%	/
Cn1cnnc1SCCNS(=O)(=O)c1cccc([N+](=O)[O-])c1	0%	2	-5%	-1%	0%	3%	-14	-1%	-0.2%	0%	3%
CCCCC1(C)OC(=O)C(=Cc2ccc(N(C)C)cc2)C(=O)O1 (stereo not drawn)	1%	-3	-15%	0%	-2%	-4%	16	-5%	0.9%	-18%	-22%
COc1ccc(C2c3[nH]c4ccccc4c3C[C@H]3C(=O)N(C)CC(=O)N23)cc1OC (stereo partly drawn)	6%	-3	-18%	2%	/	0%	-24	-4%	-0.8%	-39%	-24%
COCCn1c(C)cc(C(=O)COC(=O)c2ccc(S(=O)(=O)N(C)C)cc2)c1C	0%	/	0%	3%	/	/	14	-1%	-0.5%	16%	/
CCC(=O)Nc1cccc(NC(=S)NC(=O)c2ccc(Cl)cc2Cl)c1	-1%	-1	?	-2%	4%	1%	3	-5%	2.9%	-7%	-19%
S=C(Nc1ccccc1Cl)NC1CCC(NC(=S)Nc2ccccc2Cl)CC1 (stereo not drawn)	-5%	2	-2%	1%	6%	2%	13	-1%	0.5%	-36%[inhibitor]	-10%
COc1cccc(CC(=O)OCC(=O)Nc2c(C)nn(-c3ccccc3)c2C)c1	-1%	/	3%	-5%	/	/	14	-1%	-0.3%	-4%	/
O=C(NCC(=O)N1CCC2(CC1)NCCc1[nH]cnc12)c1ccc(Br)cc1	-24%	2	1%	0%	/	5%	-19	-1%	-0.1%	5%	24%
COc1cc2cc(C(c3nnnn3Cc3ccc(F)cc3)N3CCCCCC3)c(=O)[nH]c2cc1OC (stereo not drawn)	22%	-1	?	-9%	-5%	-5%	-2	92%[activator]	0.4%	1%[7.66 µM]	-24%
CC(C)CN(C(=O)CCNC(=O)c1ccc(Cl)cc1)c1c(N)n(CC(C)C)c(=O)[nH]c1=O	-4%	/	1%	-3%	/	/	-13	13%	0.2%	8%	/
COc1ccc(NC(=O)CSc2nccn2Cc2ccccc2)cc1	6%	/	2%	-2%	-3%	0%	-7	-1%	-0.4%	10%	/
CC(C)(C)N1C(=O)c2ccc(C(=O)Nc3ccc(C(=O)O)cc3)cc2C1=O	5%	5	7%	-5%	-5%[11.5 µM]	9%	-7	-1%	-0.4%	-5%	11%
CC(=O)Nc1ccc(NC(=O)Nc2ccc(C)cc2C)cc1	2%	2	?	3%	0%	10%	17	-1%	-0.4%	28%	15%
OCCC#Cc1ccc(CN2CCN(Cc3ccsc3)C(CCO)C2)cc1 (stereo not drawn)	-1%	0	-5%	0%	-1%	-1%	-20	1%	0.1%	-23%	?
COCCSc1ccccc1C(=O)Nc1ccc([N+](=O)[O-])cc1OC	5%	-3	2%	2%	0%	0%	22	0%	-0.3%	-36%	-1%
COc1cccc(OC)c1C(=O)OCC(=O)N1CC(C)CC(C)C1 (stereo not drawn)	-8%	/	4%	0%	/	/	7	3%	-0.2%	5%	/
CCOC(=O)Cn1c2ccc(OC)cc2c2nc3ccccc3nc21	-5%	-1	-1%	?	-2%	1%	-14	6%	-0.5%	23%	1%
Cc1ccccc1CCN(C(=O)Cn1nnc2ccccc21)C(C(=O)NC(C)(C)C)c1ccsc1 (stereo not drawn)	-3%	-1	3%	-2%	1%	0%	15	-2%	-0.1%	1%	17%
COc1ccc(-n2c(=S)[nH]c3cc(C(=O)NCc4ccc(F)cc4)ccc3c2=O)c(OC)c1	-10%	-4	8%	-1%	1%	0%	8	-7%	-0.3%	?	7%
CC(C)(C)c1cc(NC(=O)Nc2ccc(Cl)cc2Cl)no1	1%	-7	?	0%	-2%	0%	16	-19%	-0.2%	0%	/
CCCCCCC(=O)O	0%	/	4%	-2%	/	/	-4	2%	-0.3%	1%	/
CN(CCc1ccccc1)c1ccc([N+](=O)[O-])cn1	2%	0	1%	-7%	?	3%	-12	-5%	-1.0%	-3%	-28%
CCN(C(=O)COC(=O)c1ccc(S(=O)(=O)N2CCCc3ccccc32)cc1)C1CCS(=O)(=O)C1 (stereo not drawn)	1%	2	0%	-6%	-3%	8%	17	1%	0.2%	1%	8%
O=C(N/N=C/c1ccc(-c2ccc([N+](=O)[O-])cc2)o1)[C@H]1C[C@@H]1c1ccccc1	-2%	-10	3%	?	1%	0%	-6	16%	0.5%	5%	/
COc1ccc(S(=O)(=O)N2CCOCC2)cc1NC(=O)CN1CCC(Cc2ccccc2)CC1	2%	0	5%	-17%	0%	0%	0	-3%	-0.9%	-26%	-1%
O=C(CNC(=O)c1ccncc1)N/N=C/c1ccccc1[N+](=O)[O-]	1%	0	-10%	10%	0%	0%	-1	1%	-0.9%	?	1%
O=C(Nc1ccc2c(c1)CCCN2C(=O)c1ccccc1)c1ccccc1	-7%	0	10%	-4%	-16%	4%	10	-2%	0.0%	-4%	6%
COC(=O)c1ccc(C(=O)OC)c(NC(=O)CSc2ccccn2)c1	-1%	3	14%	-11%	8%	-2%	-10	10%	0.2%	11%	-7%
C=CCC[C@@H](Cc1ccc(F)cc1)C(=O)OC[C@H](Cc1c[nH]c2ccccc12)NC(=O)[C@@H](CC=C)CC(=O)N[C@H](CO)Cc1ccccc1	-3%	/	-5%	0%	/	/	3	-5%	-0.8%	0%	/
O=C(Nc1ccc(Br)cc1)c1ccc(-n2cnnn2)cc1	1%	0	3%	0%	-4%	-2%	12	-1%	-0.1%	?	-12%
CCCCc1cc(=O)oc2c3c(cc(OCC(=O)NCCCO)c12)OC(C)(C)CC3	-1%	1	-27%	-10%	/	/	-18	20%	-1.1%	0%	?
Cc1ccc(S(=O)(=O)N2CCC(C(=O)OC(C)C(=O)NCc3ccc4c(c3)OCO4)CC2)cc1 (stereo not drawn)	1%	1	0%	-3%	?	1%	4	3%	0.1%	-12%	1%
COc1ccc2ccccc2c1CN1CCN(C)CC1	-2%	4	-1%	-12%	6%	-1%	5	-1%	2.8%	-22%	1%
C=CCN(C(=O)CNC(=O)c1cccs1)C(C(=O)NC1CCCCC1)c1cccnc1 (stereo not drawn)	1%	-2	0%	0%	9%	-1%	3	1%	-0.3%	-32%	-19%
COc1ccccc1[C@@H]1C(c2ccccc2)=NN(c2ccc(Br)cc2)[C@H]1C(=O)N1CCOC1=O	-2%	0	?	2%	/	/	-6	i	-0.3%	15%	-13%
CSCCC(NS(=O)(=O)c1ccc2ccccc2c1)C(=O)OCC(=O)c1ccc(C(C)C)cc1 (stereo not drawn)	1%	-5	0%	2%	-7%	1%	0	2%	-0.4%	-4%	9%
CCSc1nnc(NC(=O)COc2ccc3ccccc3c2)s1	?	5	1%	-1%	-5%	/	17	1%	0.0%	14%	-22%
CC(=O)[C@@H]1[C@@H](C)N(Cc2ccccc2)C(=O)N[C@H]1c1ccccc1	/	-3	/	0%	-5%[11.5 µM]	/	?	5%	/	9%	-5%[11.7 µM]
COc1ccc(-n2c(SCC(=O)Nc3ccccc3OC)nc(O)cc2=O)cc1	-4%	4	3%	-2%	2%	-1%	-13	7%	0.5%	1%	/
O=C(CSc1nnc2c(Cl)cc(Cl)cn12)N1CCN(S(=O)(=O)c2ccccc2)CC1	-2%	3	4%	-4%	-2%	-1%	4	-4%	-0.1%	-22%	-12%
COc1ccc(CCN2CC(C(=O)Nc3ccccc3F)CC2=O)cc1OC (stereo not drawn)	8%	/	?	-11%	/	/	10	9%	-0.5%	4%	/
Cn1c(-c2ccc(Cl)cc2)cnc1N	3%	0	-13%	-8%	0%	-4%	-20	2%	-0.2%	-8%	-5%
COc1ccc(-n2c(-c3ccccc3)nnc2-c2ccc(Cl)cc2)cc1	-5%	11	-1%	2%	1%	0%	-16	2%	0.2%	7%	-10%
Cn1c2c(c(=O)n(C)c1=O)C1c3cc(Cl)ccc3OCC1CO2 (stereo not drawn)	-6%	9	?	-4%	2%	-2%	0	-2%	-0.5%	-13%	0%
CCCn1c(N)c(Br)c(=O)[nH]c1=O	4%	1	-1%	-5%	0%	-4%	0	5%	-0.1%	11%	7%
